# Bioassay records from PubChem BioAssay.
# DT40 TDP1 CPT: growth inhibition of DT40 Tdp1-/-;hTDP1 cells with camptothecin (screen for TDP1 inhibitors). chicken DT40 Tdp1-/-;hTDP1 cells + 20 nM CPT, ATP luminescence, 48 h. Potency, µM (titrated, usually from 46.2 µM), without a hit: top-dose activity change, negative = growth inhibition, usual class: inhibitors. hit rate 12% among 420,000. AID 686979; note: nearly all actives have a fitted effect of over 55% in size
#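 Cell growth measured by CellTiter-Glo luminescence after a minimum 48 h, 37 C compound exposure with 20 nM CPT in Tdp1-knockout DT40 cells stably expressing hTDP1, seeded 400/well; qHTS titration format.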
# TDP1 cell noCPT: qHTS for Inhibitors of human tyrosyl-DNA phosphodiesterase 1 (TDP1): qHTS in cells in absence of CPT. AID 686978, 2013. DT40 Tdp1-/- hTDP1 cells, no CPT, ATP luminescence, 48 h. hit rate 15% among 420,000. Potency, µM (titrated, usually from 46.2 µM), inactives show top-dose activity change, negative = growth inhibition, actives largely listed as inhibitors; note: nearly all actives have a fitted effect of over 55% in size
#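 Chicken DT40 Tdp1-/- cells stably complemented with human TDP1 were seeded at 400 cells/well with DMSO in place of 20 nM camptothecin. After compound pinning, cells grew at least 48 hr at 37 °C; viability read by CellTiter-Glo luminescence.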
# GCN5L2 inh: inhibitors of human GCN5L2 histone acetyltransferase. Q92830. hit rate 0.21% among 390,000. Potency, µM (top dose mostly 58.9 µM), inactives show at the top dose activity change, negative = inhibition, hits mostly inhibitors. GCN5L2 HAT assay, ThioGlo1 CoA-SH fluorescence
# Target sequence (Q92830 whole entry, looked up): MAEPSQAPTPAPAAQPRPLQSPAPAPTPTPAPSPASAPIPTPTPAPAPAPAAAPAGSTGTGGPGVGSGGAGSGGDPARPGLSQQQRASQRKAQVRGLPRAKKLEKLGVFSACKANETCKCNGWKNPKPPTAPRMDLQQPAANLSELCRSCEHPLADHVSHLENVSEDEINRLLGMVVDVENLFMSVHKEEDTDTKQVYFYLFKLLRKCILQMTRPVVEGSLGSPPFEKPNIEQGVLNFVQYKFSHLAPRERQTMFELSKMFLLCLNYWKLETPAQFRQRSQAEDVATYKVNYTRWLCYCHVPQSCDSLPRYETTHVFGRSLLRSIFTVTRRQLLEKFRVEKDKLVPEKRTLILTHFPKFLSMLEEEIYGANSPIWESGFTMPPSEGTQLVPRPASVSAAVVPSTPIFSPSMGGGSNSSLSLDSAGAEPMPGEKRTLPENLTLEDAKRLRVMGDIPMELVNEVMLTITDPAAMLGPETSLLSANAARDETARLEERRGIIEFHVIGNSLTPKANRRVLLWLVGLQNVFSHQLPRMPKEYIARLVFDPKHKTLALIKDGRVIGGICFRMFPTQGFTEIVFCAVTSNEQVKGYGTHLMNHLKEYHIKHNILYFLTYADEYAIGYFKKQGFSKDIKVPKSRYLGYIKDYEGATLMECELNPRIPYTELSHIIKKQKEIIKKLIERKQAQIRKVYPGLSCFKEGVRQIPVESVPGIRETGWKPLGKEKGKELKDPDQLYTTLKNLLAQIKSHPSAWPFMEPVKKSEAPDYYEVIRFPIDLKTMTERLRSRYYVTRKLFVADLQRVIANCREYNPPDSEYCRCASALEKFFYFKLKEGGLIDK
#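 GCN5L2 (20nM final) in 50mM HEPES, 0.1mM EDTA pH 7.5, 0.01% Tween-20 was preincubated 15 min at room temperature with compound, then given ThioGlo1 (50uM), H3(1-25) peptide (75uM) and acetyl-CoA (70uM); CoA-thiol fluorescence (Ex340/Em540) was read at 0 and 20 min.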
# * = called active by the depositor; ? = inconclusive; · = not tested or not shown; & = joins results of further samples; [ ] = remark or other dose. Calls come from the whole dose curve; as a rule, active = well fitted curve in the direction sought with a large enough effect; inconclusive = small, poorly fitted or top-dose-only effect, or another doubt; inactive = no such curve, though single readings can be large; an effect the other way counts as inactive or inconclusive. % is set by controls: 0 for no effect and ±100 for the full control effect; potency is the fitted concentration of half-maximal effect.
# Each structure is followed by: DT40 TDP1 CPT, TDP1 cell noCPT, GCN5L2 inh
Cc1cc(NC(=O)c2sc3ccccc3c2O)no1
 : ?, ?, -6%
COC(=O)c1ccc(CNC(=O)C(Cc2ccccc2)NC(=O)c2ccccc2)cc1 (centres undefined)
 : -23%, ?, ·
Cc1cc2c(n1-c1ccc(Cl)cc1)CC(C)(C)CC2=O
 : ?, 1%, -3%
COC(=O)Cn1c(O)c(N=NC(=O)c2ccc3c(c2)OCO3)c2ccccc21
 : ?, 0%, 0%
Cc1ccccc1NC(=O)Cc1nnc(SCC(=O)N2CCN(c3ccccc3)CC2)n1C
 : -13%, ?, -4%
Cc1ccccc1NC(=O)C1C(=O)Nc2ccccc2C(=O)N1Cc1ccccc1 (centres undefined)
 : -19%, -18%, ·
CCc1ccccc1C1C(=O)c2ccccc2C1=O
 : -3%, -35%, ·
O=C(CN1C(=O)C2C3C=CC(C3)C2C1=O)Nc1cccc(S(=O)(=O)N2CCCC2)c1 (centres undefined)
 : -3%, -5%, 0%
O=S(=O)(Nc1cc(Cl)cc(Cl)c1)N1CCOCC1
 : -2%, -13%, 2%
Cc1ccc2cccc(Oc3ncnc4scc(-c5ccc(Cl)cc5)c34)c2n1
 : ?, ?, 2%
CCOC(=O)Cn1c(=O)oc2cc(S(=O)(=O)Nc3ccc(F)cc3)ccc21
 : ?, ?, -14%
Cc1cccnc1NC(=O)c1ccc(COc2ccccc2)o1
 : 2%, 1%, -1%
COc1ccc(OC)c2[nH]c(=O)c(CCNC(=O)c3ccc(S(=O)(=O)N4CCCC4)cc3)cc12
 : ?, ?, 22%
COc1ccc(NC(=S)N2CCC(C(=O)N3CCCCCC3)CC2)cc1
 : -5%, -3%, 19%
Cc1cccc(S(=O)(=O)Nc2ccc(-n3c(C)nc4ccccc4c3=O)cc2)c1
 : ?, 23µM*, -2%
Cc1ccc2[nH]c(=O)c(CN(Cc3cccs3)C(=S)NCc3ccco3)cc2c1
 : ?, 16µM*, ?
COC(=O)C1CCN(S(=O)(=O)Cc2ccccc2)CC1
 : -12%, -25%, -8%
O=C(COC(=O)/C=C/c1ccc(Cl)cc1Cl)NCc1ccco1
 : 5%, 9%, -6%
COc1ccc(NC(=O)CCN2C(=O)C3C4CCC(C4)C3C2=O)cc1 (centres undefined)
 : 24%, 15%, 4%
Cc1cccc(-n2nnc(C(=O)NCc3ccccc3Cl)c2N)c1
 : 2%, ?, -5%
CCN1CCN(C(=O)CS(=O)(=O)Cc2nc(-c3ccccc3C)oc2C)CC1
 : 1%, -20%, -12%
Cc1ccccc1NCCC(=O)Nc1ccc(Cl)cc1
 : ?, ?, -1%
COc1ccc(Cc2nc3ccccc3[nH]c2=O)cc1
 : -5%&-1%, 7%&4%, -3%&0%
CC(=O)Cc1nsc(NC(=O)c2ccc(COc3ccccc3C)o2)n1
 : -2%, 12%, -5%
COC(=O)C1=C(C)NC(C)=C(C(=O)OC)C1c1ccc(OC(=O)c2oc3ccccc3c2C)c(OC)c1
 : ?, ?, -14%
O=c1oc2ccccc2c(Nc2cccc3ccccc23)c1[N+](=O)[O-]
 : ?, ?, -13%
Cc1nn(-c2ccccn2)c2c1-c1nc(N)sc1CC2
 : 20µM*, 18µM*, ·
CC(=O)Nc1ccc(C(=O)OCC(=O)N2CCN(C(=O)c3ccco3)CC2)cc1
 : 3%, 23%, -2%
CCCOc1ccc(/C=N/Nc2cccc([N+](=O)[O-])c2)c(O)c1
 : ?, ?, -22%
C=CCNC(=O)c1ccc2c(=O)n(Cc3ccccc3OC)c(=S)[nH]c2c1
 : -5%, -27%, 0%
CCOC(=O)c1cnn(-c2ccc([N+](=O)[O-])cc2)c1N
 : -19%, -13%, 3%
Cc1cn(CC(=O)NCC2CCCO2)c(=O)[nH]c1=O (centres undefined)
 : -22%, 0%, ·
CCOC(=O)c1sc(NC(=O)c2cccc(S(=O)(=O)N3CCN(C)CC3)c2)cc1C
 : -28%, ?, 7%
Cc1ccc(CN2CCC(CNC(=O)c3cc4ccc5cccnc5c4[nH]3)CC2)cc1
 : 16µM*, 16µM*, 31%[activator]
O=C(O)c1cc([N+](=O)[O-])c(NCCC2=CCCCC2)c([N+](=O)[O-])c1
 : -10%, -2%, -23%
CCC(C(=O)NC1CCCC1)N(C(=O)Cn1nnc(-c2ccc(C)o2)n1)c1ccc(F)cc1 (centres undefined)
 : -19%, ?, -4%
CCCNC(=O)CCCN1C(=O)c2ccccc2Sc2ncccc21
 : -20%, 9%, -23%
CN(CCc1ccccn1)C(=O)c1cc(COc2ccc(F)cc2F)on1
 : ?, ?, 3%
CC(=O)N1c2ccc(S(=O)(=O)NCC3CCC(C(=O)NC4CCC(C)CC4)CC3)cc2CC1C (centres undefined)
 : ?, -24%, 1%
CCOc1ccc(NC(=O)c2ccc(NS(=O)(=O)c3cccs3)cc2)cc1
 : -26%, ?, -8%
Nn1c(C2COc3ccccc3O2)n[nH]c1=S (centres undefined)
 : ?, ?, -17%
Oc1ccc2ccccc2c1C=Nc1cc(C(F)(F)F)ccc1N1CCCC1
 : -4%, -6%, -25%
Cc1ccc(-c2[nH]ncc2/C=N/n2c(C)nc3ccccc3c2=O)cc1
 : 1%, -16%, -7%
CCCCN1CC[C@H]2C=CC[C@@H](C(=O)N3CCN(c4ccccc4)CC3)[C@H]2C1=O
 : ?, ?, ·
Cc1n[nH]c(=O)nc1N1CCN(c2ccccc2)CC1
 : 1%, 1%, -8%
Cc1nc2c(Br)cc(Br)cc2cc1O
 : ?, ?, 1%
CCn1c2ccccc2c2cc(NC(=O)COc3ccc(OC)cc3)ccc21
 : ?, ?, ?
FC(F)Oc1ccc(-n2cc(-c3ccc(Cl)cc3)[n+]3c2CCCCC3)cc1
 : 4.6µM*, 4.6µM*, -12%
COc1ccccc1OCc1ccc(C(=O)NCC2CCCO2)o1 (centres undefined)
 : -1%, -12%, -5%
CCCCc1c(-c2ccccc2OC)ncn1Cc1ccc(Cl)cc1
 : 13µM*, 12µM*, ·
CCc1ccc(CN(C)C(=O)C2CCC(=O)N(Cc3cccc(OC)c3)C2)nc1 (centres undefined)
 : -25%, ?, -1%
COc1ccc(N(C(C)C(=O)Nc2cccnc2)S(C)(=O)=O)cc1 (centres undefined)
 : 15%, -10%, -6%
CCOC(=O)C1CCCN(C(=O)c2ccc3c(=O)n(Cc4ccccc4OC)c(=S)[nH]c3c2)C1 (centres undefined)
 : ?, 18µM*, -22%
COCCNC(=O)c1cn(C(C)c2ccccc2F)nn1 (centres undefined)
 : 6%, 2%, -10%
CCOC(=O)C1(COCc2ccccc2)CCCCC1=O (centres undefined)
 : 0%, -22%, ·
COc1ccccc1-c1sc2ccccc2c1-c1ccc(OCCN2CCOCC2)cc1
 : ?, 13µM*, -13%
O=C(N/N=C/c1cc2c(cc1[N+](=O)[O-])OCO2)c1ccc2c(c1)OCO2
 : 3%, -2%, -4%
CCCCNC(=S)Nc1ccc(SC(F)F)cc1
 : -12%, ?, -1%
CCOc1cc(C(=O)Nc2ccc(-c3nc4cc(C)ccc4o3)cc2)cc(OCC)c1OCC
 : 12µM*, 9.2µM*, -6%
CCOc1ccc(S(=O)(=O)N2CCCCC2)cc1NC(=O)CN1C(=O)NC(C)(C2CC2)C1=O (centres undefined)
 : ?, 1%, -12%

# The list goes on, overlapping the part above by 2 compounds.
# Each structure is followed by: DT40 TDP1 CPT, TDP1 cell noCPT, GCN5L2 inh
CCOc1cc(C(=O)Nc2ccc(-c3nc4cc(C)ccc4o3)cc2)cc(OCC)c1OCC
 : 12µM*, 9.2µM*, -6%
CCOc1ccc(S(=O)(=O)N2CCCCC2)cc1NC(=O)CN1C(=O)NC(C)(C2CC2)C1=O (centres undefined)
 : ?, 1%, -12%
COc1ccc(C(C)=O)cc1Cn1c(C)c(C(=O)NCc2ccc(C(F)(F)F)cc2)sc1=O
 : ?, ?, ·
Cc1ccn2c(=O)c(NC(=O)c3ccc(Br)o3)c(C)nc2c1
 : 1%, -16%, -7%
Cc1ccc(SCc2cc(=O)[nH]c(Nc3nc(C)c4ccc(C)cc4n3)n2)cc1
 : ?, ?, -3%
O=C1CC(=O)Nc2cc(S(=O)(=O)Nc3ccc(F)cc3Cl)ccc2N1
 : -4%&7%, -4%&-1%, -8%&1%
Cc1nc2cnc(N(C)C)nc2n(C)c1=O
 : 10%, -5%, ?
Cc1cc(C)cc(N2C(=O)CC(Sc3ncn[nH]3)C2=O)c1 (centres undefined)
 : 2.6µM*, 1.5µM*, -2%
Cc1noc(C)c1COc1cccc(C(=O)N(C)Cc2cccs2)c1
 : -30%, -14%, -2%
CCOc1ccccc1NC(=O)C(C)Sc1cc(-c2ccccc2)nc(C)n1 (centres undefined)
 : 15µM*, 16µM*, -8%
O=C1C(Nc2ccccc2)=C(NS(=O)(=O)c2ccccc2)C(=O)c2ccccc21
 : -29%, ?, 0%
CCOc1ccc(NC(=O)NCC2CCN(c3ccc(OC)cc3)C2)cc1 (centres undefined)
 : -14%, -4%, 3%
CCOc1ccccc1N1CC(C(=O)NCCOc2ccccc2OC)CC1=O (centres undefined)
 : 1%, 1%, 1%
COc1ccc(S(=O)(=O)N2CCOCC2)cc1NC(=O)C1CCN(S(=O)(=O)c2ccc(Cl)cc2)CC1
 : -3%, -12%, ·
CCOc1ccc(Br)cc1CNCc1cccnc1
 : -14%, -1%, -5%
O=C(COc1ccc2c(c1)OCO2)Nc1ccccc1F
 : -6%, 23%, -10%
CS(=O)(=O)N(Cc1ccccc1)c1ccc(C(=O)Nc2cccc(Cl)c2)cc1
 : ?, 15µM*, -2%
C/C(N)=C(/C#N)C(=O)COC(=O)c1ccccc1Cc1ccccc1
 : ?, ?, -7%
Cc1ccc(S(=O)(=O)N2CCCCC2)cc1NC(=O)CSc1ccc2c(c1)OCCO2
 : 23µM*, ?, 4%
Cc1c(C)n(C)c2ccc(C(=O)NCCCN3CCOCC3)cc12
 : -2%, 14%, -6%
CN1CCN(C2CN(CCc3ccccc3)S(=O)(=O)C2)CC1 (centres undefined)
 : -16%, -8%, ·
CN(C)c1cccc(C(=O)OCCCC(=O)c2ccc(F)cc2)c1
 : -3%, 4%, -4%
CC(C)C(NC(=O)Cc1ccccc1[N+](=O)[O-])C(C)C
 : -7%, -8%, -10%
COc1ccc(CC(=O)NCc2nc3cccnc3n2Cc2ccccc2)cc1
 : 1%, ?, 0%
Cc1cccc(NC(=O)COC(=O)CCc2c[nH]c3ccccc23)c1
 : ?, -9%, -2%
CN(C)C(CNC(=O)CCCOc1ccccc1)c1ccco1 (centres undefined)
 : 1%, 2%, -2%
COc1ccc(CCNc2nc(-c3ccc(NC(C)=O)cc3)cs2)cc1OC
 : ?, ?, -14%
CCOC(=O)Cc1[nH]nc2c1C(c1ccsc1)C(C#N)=C(N)O2 (centres undefined)
 : ?, ?, -3%
Cc1ccc(Cl)cc1NS(=O)(=O)c1ccc2c(c1)NC(=O)C(C)C(=O)N2 (centres undefined)
 : ?, ?, -7%
CCn1c2ccccc2c2cc(CN3CCN(S(C)(=O)=O)CC3)ccc21
 : 15µM*, 16µM*, 1%
Cc1ccc(S(=O)(=O)NCCC(=O)OCC(=O)Nc2cccc(Cl)c2)cc1
 : -26%, -9%, -4%
Brc1ccccc1OCCN1CCOCC1
 : 10%, -3%, -7%
COCC(C)n1c(SCC(=O)Nc2c(C)n(C)n(-c3ccccc3)c2=O)nc2ccccc2c1=O (centres undefined)
 : -20%, -6%, 0%
COCCn1c(=O)c(-c2cc(F)cc(F)c2)nc2cnc(Oc3cccc(Cl)c3)nc21
 : ?, -19%, -25%
Cn1c(SCC(=O)N2CCCC2)nc2c(c1=O)SCC2
 : -5%, -24%, ·
CCOC(=O)c1nnn(-c2nonc2N)c1CSc1ccccn1
 : 13%, 5%, 0%
CCN(CC)S(=O)(=O)c1ccc(C)c(NC(=O)CSc2ncc(C(F)(F)F)cc2Cl)c1
 : ?, 23µM*, -4%
Cc1nc(N2CCCCC2C)c2c(C)c(C(=O)Nc3cccc(C(F)(F)F)c3)sc2n1 (centres undefined)
 : ?, ?, -1%
Cc1ccc(N(CC(=O)NC2CCCCC2)S(=O)(=O)c2cccs2)cc1
 : -13%, -21%, 3%
COc1cc(C(=O)OCCc2cc3ccccc3c(=O)o2)cc(OC)c1OC
 : 4.1µM*, 5.8µM*, -5%
CC(C)OC(=O)c1c(NC(=O)C2c3ccccc3Oc3ccccc32)sc2c1CCCC2
 : ?, ?, 4%

# In the list so far, four have bromine:
# Each structure is followed by: DT40 TDP1 CPT, TDP1 cell noCPT, GCN5L2 inh
Cc1nc2c(Br)cc(Br)cc2cc1O
 : ?, ?, 1%
Cc1ccn2c(=O)c(NC(=O)c3ccc(Br)o3)c(C)nc2c1
 : 1%, -16%, -7%
CCOc1ccc(Br)cc1CNCc1cccnc1
 : -14%, -1%, -5%
Brc1ccccc1OCCN1CCOCC1
 : 10%, -3%, -7%

# The list is partial (hit frequency here may not be typical).
